# Assay outcomes (PubChem)
# TTR transcr act: activators of transthyretin transcription. AID 1117267. SH-SY5Y TTR promoter Gaussia luciferase, luminescence; 100% = recombinant luciferase protein wells. actives 1.3% (n = 92,000). activation, % at 16.7 µM;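 active means activation above the mean of all tested compounds plus 3 SD, cut at about 9.5% in these data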;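 further: cells exposed to compounds for one day before reading; 0% = median of all test compound wells on the plate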
# An asterisk follows results filed as active. An excerpt (hit frequency here may not be typical).
SMILES	TTR transcr act
CCCCCn1c(=O)[nH]c2cc(C(=O)NCCCN(C)Cc3ccccc3)ccc2c1=O	4.8
CSc1ccccc1NC(=O)CN1CCN(S(=O)(=O)c2ccccc2[N+](=O)[O-])CC1	0.4
CCOCCCn1c(SCC(=O)NC2CCCC2)nc2ccccc2c1=O	-0.4
O=C(CN1C(=O)C2C3C=CC(C4CC34)C2C1=O)Nc1cnc2ccccc2c1 (stereo not drawn)	-1.9
O=C1[C@H](Cc2ccccc2)NCCCC[C@@H](c2ccco2)N1Cc1ccccc1	-3.7
O=C(O)/C=C\C(=O)Nc1ccc(F)c(F)c1F	0.1
Cc1ccc(C(CC(=O)O)C2CCOC(C)(C)C2)cc1 (stereo not drawn)	-1.5
NC(=O)c1ccc[n+](CC(=O)c2ccccc2)c1	0.8
NC(=O)C1CCN(C(=O)COc2cccc3ccccc23)CC1	-0.1
CC(C)c1nnc(N2C(=O)c3oc4ccccc4c(=O)c3C2c2ccco2)s1 (stereo not drawn)	-5.6
CSc1nc2[nH]ncc2c(=O)n1-c1ccccc1	2.6
Cc1ccc(S(=O)(=O)NC(=O)Nc2cc(C)ccc2F)cc1	1.2
COc1cc(/C=N/NC(=O)CNC(=O)c2ccc3c(c2)OCCO3)ccc1O	-0.5
O=C(OCC#Cc1c(COC(=O)c2ccccc2)nnn1Cc1ccccc1)c1ccccc1	2.5
CS(=O)(=O)c1ccc2c(c1)sc1nc(=O)c(/C=C3/C=CC(=O)C(O)=C3)c(N)n12	-1.7
COc1cc(C2NC(=O)c3ccccc3O2)ccc1OC(C)C (stereo not drawn)	1.0
C/C(=N\NC(=O)CSc1nc(C)[nH]c1[N+](=O)[O-])c1ccc(F)cc1	-0.1
O=C(COc1ccc([N+](=O)[O-])cc1)Nc1ccccc1N1CCCC1	-1.7
CNC(=O)c1nn(-c2ccc(Cl)cc2)ccc1=O	4.6
CCn1c(COc2ccccc2OC)nc2ccccc21	1.2
CCN(CC)C(=O)C1CCCN(C(=O)c2cc(COc3cccc(OC)c3)on2)C1 (stereo not drawn)	0.2
CCOc1ccc(/C(O)=C2/C(=O)C(=O)N(CC3CCCO3)C2c2cccs2)cc1 (stereo not drawn)	-0.8
O=C(NCCO)[C@H](Cc1ccccc1)NC1(C(=O)NCCc2c[nH]c3ccccc23)CCCCC1	3.8
O=C(COC(=O)Cc1ccc(Br)cc1)Nc1ccc(N2CCOCC2)cc1	0.9
CCCS(=O)(=O)NCCc1cc2ccc(OC)cc2[nH]c1=O	2.5
CC(NC(=O)Nc1ccc(Cl)cc1)C1CCCO1 (stereo not drawn)	-0.3
COc1ccc(Nc2nnc(SCC(=O)NC3CC3)s2)cc1	3.5
CCOC(=O)N1CCN(C(=O)c2ccc3c(c2)N(Cc2cccc(Cl)c2)C(=O)c2ccccc2S3=O)CC1 (stereo not drawn)	0.1
Cc1occc1C(=O)N1CCN(S(=O)(=O)c2ccccc2)CC1	3.6
O=C(Nc1cnn(C23CC4CC(CC(C4)C2)C3)c1)c1cnn2c(C(F)(F)F)cc(-c3ccco3)nc12	0.1
CCN(CC)S(=O)(=O)c1ccc(C(=O)OCCN2C(=O)c3cccc4c(N5CCOCC5)ccc(c34)C2=O)cc1	-1.6
COC(=O)c1ccc(NS(=O)(=O)c2c(C)nc3sccn3c2=O)cc1	-1.0
COCCNC(=O)CSc1nc(-c2ccccc2)cs1	-0.6
CCCc1nc2c(C)cc(Br)cn2c1Cc1ccccc1C(F)(F)F	-1.2
Cc1cc(C)cc(-n2cccc2/C=C2/C(=N)N3C(=NC2=O)SN=C3S(C)(=O)=O)c1	-1.2
COc1cc(/C=N/NC(=O)c2ccoc2C)cc(OC)c1OC	0.1
CCOC(=O)NC(C(Cl)(Cl)Cl)S(=O)(=O)c1ccccc1 (stereo not drawn)	-0.7
CCOC(=O)C1=C(C)Nc2nc(=S)[nH]n2C1c1ccc(Cl)cc1 (stereo not drawn)	-0.7
N/C(Cc1ccc(Cl)cc1Cl)=N\OC(=O)c1ccccc1F	-1.0
COc1ccc(OC)c(NC(=O)Nc2ccc3[nH]ccc3c2)c1	-0.7
Cc1ccc(C)c(NC(=O)Cc2nc(CCl)cs2)c1	-1.5
CCCCn1c(SCC(=O)Nc2ccc3c(c2)OCO3)nc2c1c(=O)n(C)c(=O)n2C	0.9
CN1C(=O)C(O)(C2COC(C)(C)CC2=O)c2ccccc21 (stereo not drawn)	1.2
CCc1ccccc1NC(=O)c1ccc(OCc2c(C)noc2C)cc1	48.9*
COCCN1C(=O)/C(=C/c2ccc(N3CCCC3)cc2C)SC1=S	0.4
COc1ccc(N2C(=O)C(CC(=O)Nc3ccccc3)N(Cc3ccc(OC)c(OC)c3)C2=O)cc1 (stereo not drawn)	-1.2
COc1ccccc1-n1c(C)cc(/C=C2/C(=N)N3C(=NC2=O)SN=C3S(C)(=O)=O)c1C	0.5
COc1ccc(Cc2nnc(CCc3ccccc3)s2)cc1	-2.3
C=CCNC(=S)NCc1ccccc1	-1.0
Cc1noc(C)c1NC(=O)NC(c1ccccc1)c1ccccc1	0.3
Cc1cnc(NC(=O)CSc2nnc(Cc3ccccc3)n2C)s1	0.1
CCCSc1nc2c(cnn2-c2ccc(C)cc2)c(=O)[nH]1	5.3
Cc1cccc(NC(=O)CSCC(=O)N2CCN(c3cccc(C(F)(F)F)c3)CC2)c1	-1.0
CCN1CCN(CCn2c(=S)[nH]c3ccccc3c2=O)CC1	-0.1
Cc1cccc(NS(=O)(=O)Cc2ccccc2)n1	-0.9
CC(c1ccon1)N(C)C(=O)c1cccc(OC2CCN(S(C)(=O)=O)CC2)c1 (stereo not drawn)	0.2
CCCCN1CCS(=O)(=O)N(Cc2ccc(Cl)cc2)C(C(=O)OC)C1 (stereo not drawn)	2.8
O=C(CCC(=O)Nc1cccnc1)Nc1cccnc1	0.5
Clc1ccc(CCNc2ncnc3nc[nH]c23)cc1	-2.6
CC(=O)Nc1cccc(NC(=O)Cc2nc(-c3ccccc3)sc2-c2ccc(C)cc2)c1	-2.2

# (more compounds)
SMILES	TTR transcr act
COc1ccc(Nc2ncnc3c2cnn3-c2ccccc2)cc1OC	-0.8
COc1ccc(CNC(=O)C2CCCN(S(=O)(=O)c3cc(C)ccc3OC)C2)cc1 (stereo not drawn)	-1.1
S=C(Nc1ccc(Nc2ccccc2)cc1)NC1CCCCCC1	-1.7
CC(=O)C1=C(O)C(=O)N(c2cccnc2)C1c1cccc([N+](=O)[O-])c1 (stereo not drawn)	1.4
CC(=O)Cc1nsc(NC(=O)c2ccc(Br)o2)n1	-1.9
OCCNC(=S)NC1CCCCC1	-1.8
CCN(C(C)=O)N(CC)c1nc(Cl)nc(NC(C)C)n1	0.7
CN(C)CCCNc1ccc(S(N)(=O)=O)cc1[N+](=O)[O-]	-0.5
Cc1cc(C(=O)N/N=C/c2cccnc2)n[nH]1	0.8
O=C(c1ccccc1)N1CCN(C(=O)c2nn3c(C(F)(F)F)cc(-c4ccco4)nc3c2Br)CC1	0.2
COc1ccc(C(=O)C2CCCN(C3Cc4ccccc4C3)C2)c(OC)c1 (stereo not drawn)	-0.1
CCN1C(=O)c2ccccc2S(=O)(=O)c2ccc(C(=O)NCc3cccnc3)cc21	-1.4
CCOC(=O)C1CCN(C(=O)c2ccc(OCC)c(OCC)c2)CC1	0.8
O=C1C[C@@H](O)[C@H](O)c2cccc(O)c21	0.7
Cc1ccc(-c2nnc(CSc3nnc(C)s3)o2)cc1	3.7
COc1ccc2cc3c(N)nn(C(=O)c4ccccc4Cl)c3nc2c1	-0.5
Cc1cc(C(=O)NNC(=O)COc2ccccc2Cl)n[nH]1	-0.9
Cc1ccc(S(=O)(=O)CCSC(=N)N)cc1	4.6
COc1ccc(C(C(=O)NC(C)(C)C)n2c(=O)c(-c3ccccc3)nc3ccccc32)cc1 (stereo not drawn)	0.2
COC(=O)c1cc(S(=O)(=O)N2CCN(Cc3ccccc3)CC2)c[nH]1	-1.6
COc1ccc(-n2nc3cc(C)c(N)cc3n2)cc1Cl	1.8
O=c1[nH]c(Nc2ccccc2Cl)cc2ccccc12	-1.4
COc1ccccc1NC(=O)c1ccc(-n2cncn2)nc1	1.1
CCOC(=O)C(=CNc1cc(C)nn1C(C)(C)C)C(=O)OCC	-1.1
O=C(COc1ccccc1)Nc1ccccc1N1CCCCC1	-0.6
O=C(NCC(O)c1ccccc1)c1cccs1 (stereo not drawn)	-1.4
CCOC(=O)C(Cc1ccc(Cl)cc1Cl)c1ccno1 (stereo not drawn)	-1.2
C=CCNC(=O)C(=O)NCC1CCCN1CC (stereo not drawn)	1.6
COc1ccc2nc(N(CCN(C)C)C(=O)c3ccc4ccccc4c3)sc2c1	1.3
O=C(NNC(=O)c1ccccc1Cl)c1ccccc1Cl	0.6

# (listing goes on)
molecule | TTR transcr act
CCN(CC)S(=O)(=O)c1ccc(NC(=O)C(C)N(c2ccccc2)S(C)(=O)=O)cc1 (stereo not drawn) | -4.6
CCOc1ccccc1N(C(=O)Nc1ccc(Cl)cc1)C1=NC(C)CS1 (stereo not drawn) | -1.8
COc1ccc2c(c1C(=O)/C=C/c1ccccc1)OC(C)(C)C=C2 | -0.1
COc1ccc(NC(=O)CSc2nc(C)cc(C)n2)c([N+](=O)[O-])c1 | 2.8
S=C(Nc1cccnc1)NC1CCCC1 | -0.5
O=C1CSc2ccc(C(=O)Nc3cccc(S(=O)(=O)Nc4ccc(Br)cc4)c3)cc2N1 | -3.9
O=C(O)CC/C(=C\c1ccccc1[N+](=O)[O-])c1nc2ccccc2s1 | -1.2
Cc1cccc(C)c1NC(=O)Cn1nnc(-c2ccc(CN3CCC(C)CC3)cc2)n1 | -1.2
O=[N+]([O-])c1cccnc1-n1cnc2ccccc21 | 3.6
O=C1CCCC2=C1C1(CCCCC1)N=C(Nc1nc3ccccc3o1)N2 | -0.6
Cc1cc(NC(=O)c2ccc(N(C)S(=O)(=O)c3ccccc3)cc2)no1 | -1.5
COc1ccc(OCCn2cc(/C=N/NC(=O)c3ccncc3)c3ccccc32)cc1 | 1.4
COc1cccc(Sc2ccccc2CN(C)C)c1 | -0.8
COc1ccc(C(=O)Cn2c(Cl)nc3c2c(=O)n(C)c(=O)n3C)cc1 | 2.1
CN(C)N=Nc1nc2c(c(=O)n(C)c(=O)n2C)n1C | -1.6
COc1ccc(S(=O)(=O)NCC2CCCN(C(=O)c3sccc3C)C2)cc1 (stereo not drawn) | 4.5
Cc1ccc(NC(=O)CSc2nnc(-c3ccccc3Br)o2)cc1C | 2.0
CCOC(=O)C1(Cc2cccc(Cl)c2)CCCN(C(=O)CCC(=O)N(C)C)C1 (stereo not drawn) | 0.0
O=C(NC1CC1)C1=C[C@H](C2CCCCC2)C[C@H](OCc2ccc(CO)cc2)O1 | 2.8
Cc1ccc(NC(=O)Cn2c(=O)oc3cc(S(=O)(=O)N4CCC(C)CC4)ccc32)cc1C | -2.9

# Brought forward from above: 6 entries, then new ones.
molecule | TTR transcr act
CN(C)N=Nc1nc2c(c(=O)n(C)c(=O)n2C)n1C | -1.6
COc1ccc(S(=O)(=O)NCC2CCCN(C(=O)c3sccc3C)C2)cc1 (stereo not drawn) | 4.5
Cc1ccc(NC(=O)CSc2nnc(-c3ccccc3Br)o2)cc1C | 2.0
CCOC(=O)C1(Cc2cccc(Cl)c2)CCCN(C(=O)CCC(=O)N(C)C)C1 (stereo not drawn) | 0.0
O=C(NC1CC1)C1=C[C@H](C2CCCCC2)C[C@H](OCc2ccc(CO)cc2)O1 | 2.8
Cc1ccc(NC(=O)Cn2c(=O)oc3cc(S(=O)(=O)N4CCC(C)CC4)ccc32)cc1C | -2.9
O=S(=O)(Cc1ccccc1)NCCc1ccc(F)cc1 | -1.9
CCOC(=O)[C@@H]1CSCCS(=O)(=O)N1C(=O)[C@H](C)NC(=O)OC(C)(C)C | 3.5
CCOC(=O)CCc1c(C)nc2ncnn2c1C | 0.6
CC(C)c1ccc(NC(=O)CSC(C)c2nc3ccccc3c(=O)[nH]2)cc1 (stereo not drawn) | 0.0
Cc1ccccc1OCCn1cc(C(=S)N2CCN(C)CC2)c2ccccc21 | -2.3
COCCNC(=O)CCC(=O)NNc1nc2ccccc2c2nc(C)nn12 | 1.2
COc1ccccc1NC(=O)C(C)OC(=O)C1CC(=O)N(c2ccc3c(c2)OCCO3)C1 (stereo not drawn) | -1.7
Cc1sc2ncnc(N3CCCCC3C)c2c1C (stereo not drawn) | -1.1
Cn1c(N)c(S(=O)(=O)N2CCCC2)c(=O)n(C)c1=O | -1.0
COc1ccc(/C=C2\CCCC(C(=O)C(F)(F)F)=C2O)cc1 | -1.5

# Three entries already listed, arranged by the value under TTR transcr act, highest first:
compound	TTR transcr act
Cn1c(N)c(S(=O)(=O)N2CCCC2)c(=O)n(C)c1=O	-1.0
Cc1sc2ncnc(N3CCCCC3C)c2c1C (stereo not drawn)	-1.1
COc1ccc(/C=C2\CCCC(C(=O)C(F)(F)F)=C2O)cc1	-1.5

# Returning to the listing, starting four compounds before the break.
molecule | TTR transcr act
COc1ccccc1NC(=O)C(C)OC(=O)C1CC(=O)N(c2ccc3c(c2)OCCO3)C1 (stereo not drawn) | -1.7
Cc1sc2ncnc(N3CCCCC3C)c2c1C (stereo not drawn) | -1.1
Cn1c(N)c(S(=O)(=O)N2CCCC2)c(=O)n(C)c1=O | -1.0
COc1ccc(/C=C2\CCCC(C(=O)C(F)(F)F)=C2O)cc1 | -1.5
Cc1nc(NC(=O)C2CC2)sc1C(=O)Nc1ccccc1Cl | 0.0
O=C(NCc1ccco1)C1CC(c2ccc(Cl)c(Cl)c2)=NO1 (stereo not drawn) | 3.3
CCCCCn1c(CN2CCN(C(=O)OCC)CC2)nc2c1c(=O)[nH]c(=O)n2C | 0.6
O=C(N/N=C/c1ccc(N2CCCCC2)o1)c1ccccc1 | -1.1
COc1ccc(C(=O)Nc2ccc(C(=O)NCCc3ccc(OC)c(OC)c3)cc2)cc1 | 1.9
Cn1c(-c2ccc3c(c2)OCO3)cnc1NCc1ccccc1Cl | -0.8
CCCNC(=O)c1cc2c3ccccc3n(C)c2s1 | -2.3
CN(Cc1cn(C)nc1-c1cccc(Cl)c1)C1CCOCC1 | 2.4
CCSc1nc2c(sc3ccccc32)c(=O)n1C(C)C | -0.4
CN1CCN(NC(=O)c2cc(S(=O)(=O)Nc3ccc(Cl)cc3)ccc2Cl)CC1 | 3.1
CC(=O)c1ccc(OC(C)C(=O)Nc2cccc(S(=O)(=O)NCc3ccco3)c2)cc1 (stereo not drawn) | 1.8
